Screens from PubChem BioAssay.
Casp6 inh = caspase-6 (human) enzyme inhibition; purified caspase-6, Z-VEID-R110 cleavage fluorescence; inhibition, % at 12.5 µM; 350,000 compounds, 0.53% hits;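 active means mean inhibition across replicates at least about 35%, with every replicate also reaching that limit, limit read from the data; inconclusive means only one of the two criteria met; inactive means neither criterion met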;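 further: 0% = median of neutral control wells and 100% = no fluorescence left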
Target sequence (P55212 24-179 limits assumed): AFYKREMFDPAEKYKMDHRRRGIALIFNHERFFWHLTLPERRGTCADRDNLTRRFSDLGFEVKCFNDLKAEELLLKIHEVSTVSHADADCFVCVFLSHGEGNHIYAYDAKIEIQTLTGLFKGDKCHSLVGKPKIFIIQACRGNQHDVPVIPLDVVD
Target sequence (P55212 194-293 limits assumed): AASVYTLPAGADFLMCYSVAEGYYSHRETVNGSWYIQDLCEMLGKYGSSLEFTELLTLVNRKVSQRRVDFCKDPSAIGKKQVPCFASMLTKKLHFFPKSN
esBAF inh = blocks esBAF chromatin remodeling in mouse ES cells. Bmi1-luciferase knock-in reporter, 24 h; 100% = twice the neutral-well signal. 350,000 compounds, 2% hits. reporter increase, % at 12.5 µM. AID 602393; in the data active means activation above about 40%; inconclusive means no clear call, values can overlap the other calls;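 further: 0% = median of the plate's neutral control wells and 100% = double that signal; a rise in the Bmi1 reporter signal indicates esBAF inhibition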
Statin myotox sup = protects C2C12 myotubes from simvastatin toxicity; rescue of ATP level, % at 7.49 µM; 330,000 compounds, 0.78% hits; ATP luminescence, 48 h; scaled: DMSO 0, geranylgeraniol control 100;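 active means mean ATP rescue above about 67%, or every replicate alone reaching that limit, limit read from the data, passing the limit was not always enough; inconclusive means no clear call, values can overlap the other calls; inactive means mean under the limit and some replicate under it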;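 further: myotubes were challenged with 10 µM simvastatin during compound exposure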
S100A4 inh HTS = blocks human S100A4 binding to myosin IIA peptide; P26447; S100A4/TAMRA-MyoIIA peptide fluorescence polarization; inhibition, % at 10.7 µM; 360,000 compounds, 0.14% hits; AID 652163;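 active means mean inhibition of at least 70% across replicates, with every replicate also reaching that level; inconclusive means mean inhibition reaches 70% but some replicates fall short; inactive means mean inhibition below 70%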
Target sequence (P26447 whole entry, looked up): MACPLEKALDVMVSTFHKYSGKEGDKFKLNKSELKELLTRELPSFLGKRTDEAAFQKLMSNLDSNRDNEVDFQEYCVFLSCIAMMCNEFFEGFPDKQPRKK
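Test system – S100A4 monomer (human) · Compound – single-point compound testing · Schedule – 5 min incubation before reading · Probe or stimulus – TAMRA-labelled myosin IIA heavy-chain peptide probe, 5 nM · Benchmarks – neutral control DMSO, positive control TFP · Medium – Calcium-containing HEPES buffer, pH 7.2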
LGR2 inh = inhibitors of bursicon-induced Drosophila LGR2 receptor cAMP signaling. HEK293 LGR2, CRE-luciferase, bursicon-stimulated, 4 h. inhibition, % at 9.99 µM. 380,000 compounds, 0.35% hits;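 active means drop in luminescence signal, shown as inhibition above about 50% in the replicate tests, limit read from the data, passing the limit was not always enough; inconclusive means probably only some replicates passing the limit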;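 further: agonist challenge used bursicon conditioned medium at about half maximal strength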
FN deposit inh = fibronectin deposition inhibition; inhibition, % at 12.6 µM; 350,000 compounds, 0.086% hits; AH1F fibroblasts, Alexa488-fibronectin deposition fluorescence, overnight; AID 743247;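 active means mean inhibition across replicates of 30% or more, regardless of how many single replicates reach that level; inconclusive means mean under 30% yet at least half of replicates reach 30%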;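 further: positive control wells lacked labelled fibronectin entirely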
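Assay system: AH1F fibroblast monolayer, labelled fibronectin deposition. Amount: 10000 cells per well. Also added: labelled fibronectin 24 nM. Compound: single-point pinned compound. Incubation: cell attachment 1 h, compound and FN exposure overnight. Detection: fluorescence after three HBSS washes, excitation 485 nm, emission 525 nm. Read-out: inhibition of fibronectin deposition signal.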
SIRT5 inh = sirtuin-5 (human) deacylase inhibition. Q9NXA8. Purified SirT5, succinyl-peptide AMC, trypsin-coupled fluorescence. inhibition, % at 15 µM. 330,000 compounds, 1.1% hits; in the data active means inhibition above about 15%; inconclusive means no clear call, values can overlap the other calls
Target sequence (Q9NXA8 whole entry, looked up): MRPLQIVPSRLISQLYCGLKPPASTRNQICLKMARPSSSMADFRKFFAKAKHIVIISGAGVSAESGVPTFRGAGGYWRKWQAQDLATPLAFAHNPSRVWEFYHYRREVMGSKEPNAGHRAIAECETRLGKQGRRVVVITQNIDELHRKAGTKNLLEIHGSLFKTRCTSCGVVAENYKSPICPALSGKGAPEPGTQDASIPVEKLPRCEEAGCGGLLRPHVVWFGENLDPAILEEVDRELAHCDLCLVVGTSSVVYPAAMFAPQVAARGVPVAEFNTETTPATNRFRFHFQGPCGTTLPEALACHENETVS
* hit, by the source's call; ? = inconclusive; · = no result given; & = joins results of further samples. An excerpt; the hit share may differ from the screen's.

SMILES	Casp6 inh	esBAF inh	Statin myotox sup	S100A4 inh HTS	LGR2 inh	FN deposit inh	SIRT5 inh
CCN1CCN(CCNC(=O)c2ccc3c(c2)N(Cc2ccc(F)cc2)C(=O)/C(=C/c2ccccc2)S3)CC1	-90	-87	13	-1	24	8	-2
COc1ccccc1NC(=O)N1CCCCN2[C@H](CO)[C@@H](c3ccc(C#CC4CC4)cc3)[C@H]2C1	2	·	·	1	·	·	6
C[C@@H]1CCCCO[C@@H](CN(C)S(=O)(=O)c2cn(C)cn2)[C@H](C)CN([C@H](C)CO)C(=O)c2cc(NC(=O)c3ccccc3)ccc2O1	0	1	·	7	-9	-2	0
COc1cccc(-c2nn(-c3ccccc3)cc2CN(C)Cc2ccno2)c1	2	·	·	10	3	-2	0
CCC(C)Sc1ccc([C@H]2N[C@@](Cc3ccccc3)(C(=O)OC)[C@H]3C(=O)N(C)C(=O)[C@@H]23)cc1 (some centres not stated)	-34	-3	-6	-5	8	-2	-2
CCCNC(=O)N1[C@H](CO)[C@H](c2ccc(-c3ccccc3)cc2)[C@@H]1CNC(C)=O	·	3	5	·	9	11	·
N#Cc1ccc(-c2ccc([C@@H]3[C@H](CO)N4CCCCN(C(=O)Nc5ccc(F)cc5)C[C@@H]34)cc2)cc1	-2	-9	-12	-43	21	·	1
O=C(CSc1ccccn1)Nc1cccc2ccccc12	1	14	9	-6	·	8	-3
CO[C@@H]1CN(C)C(=O)c2cc(NC(=O)Nc3cccc(Cl)c3)ccc2OC[C@H](C)N(C)C[C@H]1C	·	3	-85	·	-12	4	·
C=CCSc1nnc(-c2cc3c(-c4ccccc4)nn(C)c3s2)n1C	·	-7	-3	·	7	·	·
O=C(c1cccc(F)c1)N1C[C@H]2[C@@H](c3ccccc31)[C@H](CO)N2C(=O)C1CCOCC1	5	-3	-20	-3	-4	·	1
C[C@H]1CCCCO[C@H](CN(C)S(=O)(=O)c2cccs2)[C@@H](C)CN([C@@H](C)CO)C(=O)c2cc(NS(=O)(=O)c3ccc(Cl)cc3)ccc2O1	-2	0	·	4	2	-12	-22
O=S(=O)(c1ccccc1)N1CCN(C(c2ccccc2)c2ccc(OC(F)(F)F)cc2)CC1 (configuration not stated)	-3	-5	4	-2	-20	-7	-2
CSc1nnc2c(n1)OC(c1ccccn1)N(C(C)=O)c1ccccc1-2 (configuration not stated)	-2	0	1	-96	·	0	2
COc1ccccc1CNC(=O)c1cc(S(=O)(=O)N2CCN(c3ccccc3)CC2)ccc1Cl	0	1	-21	0	2	0	-1
COc1ccc(CC(=O)c2ccccc2C(=O)O)cc1	·	3	5	·	-5	·	·
Cc1ccc(S(=O)(=O)N2[C@@H](c3ccc(C(C)C)cc3)C(C(=O)O)=C[C@H]2C(C)(C)C)cc1	5	-1	1	-8	-13	2	-5
Cc1cc(Cl)c(OCCCNC2CCCC2)c(Br)c1	-1	-11	4	2	6	-4	-6
CC(Oc1ccc(Cl)cc1Cl)C(=O)N/N=C1\CCCc2ccccc21 (configuration not stated)	·	-5	-2	·	11	·	·
COc1ccc(C(=O)c2sc(Nc3ccccc3)c(C(=O)Nc3ccc(OC)c(OC)c3)c2N)cc1	·	11	7	·	·	-2	·
Cc1nn(C)c(C)c1CN(C)C(=O)c1cc2n(n1)C(C(F)(F)F)CC(c1cccs1)N2 (configuration not stated)	·	-5	9	·	-9	·	·
CC(C1CC2CCC1C2)N1CC(O)=C(c2nc3ccccc3[nH]2)C1=N (configuration not stated)	2	2	-28	-6	-2	0	-3
CCC(=O)N[C@H]1C=C[C@@H](CC(=O)NCc2ccccc2F)O[C@H]1CO	0	-4	-1	-6	14	·	3
C[C@H]1CN([C@@H](C)CO)C(=O)c2cccc(NC(=O)Nc3ccccc3)c2O[C@H]1CN(C)C(=O)Nc1cccc2ccccc12	0	0	18	-9	22	2	0
NC(=Nc1ccccc1)N(c1ccccc1)c1ccccc1	-1	16	-7	-12	2	-23	-6
COc1ccc(NC(=O)c2c(NC(=O)CCC(=O)O)sc(-c3ccccc3)c2C)cc1	2	·	·	-3	4	4	-4
S=C1NC[C@H](CC2CCCCC2)N1CCc1cccc2ccccc12	-5	-11	7	6	-25	-10	-1
CN=C1C([N+](=O)[O-])=CC=C2C1=NC1(CCCCC1)N2O	9	·	·	-3	·	7	-1
N#Cc1cc2c(nc1SCC(=O)Nc1nccs1)CCCCC2	1	-5	-7	-2	-55	·	0
CC1CCCCN1C(=O)CCNS(=O)(=O)c1ccc2c(c1)c(=O)n(C)c(=O)n2C (configuration not stated)	4	1	5	5	2	-3	-2
Cc1ccc(C(=O)OCC(=O)N2CCCCCC2)cc1S(=O)(=O)N1CCOCC1	0	-6	8	0	6	4	1
Cc1ccc(NC(=O)CN2C(=O)NC3(CCCc4ccccc43)C2=O)cc1S(=O)(=O)N1CCOCC1 (configuration not stated)	0	-3	-5	0	0	3	-4
COc1cc(/C=C/C(=O)OCC(=O)NCCC2=CCCCC2)ccc1O	3	·	·	-1	16	-7	3
CN1C(=O)C(CC(=O)Nc2ccc(F)cc2)N(Cc2cccs2)C1=S (configuration not stated)	5	-6	-2	-1	6	9	-3
O=C(Nc1ccc([N+](=O)[O-])cc1)c1ccc(S(=O)(=O)N2CCCC2)cc1	1	-6	-3	-4	10	7	-5
Oc1ccccc1C1CC(c2cccs2)=NC(c2ccc(Cl)cc2)N1 (configuration not stated)	4	·	·	-13	-39	-2	-3
CSc1ccccc1NC(=O)COc1ccccc1C	-1	22	9	-16	-37	-10	-1
CC(C)Nc1nc(Nc2ccc(F)cc2)c2sccc2n1	3	-13	-1	-4	·	·	-5
CN(c1ccc(C(=O)NCc2ccc3c(c2)OCO3)cc1)S(C)(=O)=O	·	3	-2	·	-1	7	·
CC1(C(=O)NCc2cccc3ccccc23)CCN1CCc1ccccc1 (configuration not stated)	-1	-2	14	-4	16	-7	·
CNC(=O)Nc1ccccc1C(=O)Nc1ccccc1	0	-11	-2	1	-7	-1	-5
CCCCn1nnnc1SCC(=O)Nc1ccc(N(C)C)cc1	·	0	-5	·	·	13	·
CC(C)c1ccc(NC(=O)c2ccccc2NC(=O)C2CCCCC2C(=O)O)cc1 (configuration not stated)	2	64*	-4	0	-72	-8	-2
CCN(CC)S(=O)(=O)c1cc(C(=O)O)c(Cl)cc1Cl	·	6	5	·	·	-7	·
Clc1ccc(Cc2ccccn2)cc1	-5	·	·	0	9	-2	-1
O=C(NCC(c1ccco1)N1CCCC1)c1cc(=O)[nH]c2ccccc12 (configuration not stated)	0	0	11	-7	-10	-2	-1
Cc1ccc(NC(=O)COC(=O)c2ccc3ncsc3c2)c(C)c1	-3	15	-5	8	-7	-10	·
CC1Oc2ccccc2N(CC(=O)N2CCCCC2)C1=O (configuration not stated)	-1	-4	0	-8	-2	3	1
CN1C(=O)c2cc(NC(=O)C3CCCC3)ccc2OC[C@H]2O[C@@H](CC(=O)NCCc3ccncc3)CC[C@H]21	-1	·	·	2	9	-6	-4
CC1=CC(=C2C=CC(=O)C=C2)C=C(C)N1C	-18	·	·	3	7	3	10
CC(=O)NC1=NN(c2ccccc2)C(=O)C1	·	-3	2	·	·	-7	·
Cc1noc(C)c1NC(=O)N[C@@H]1CC[C@H](CCNC(=O)C2CC2)O[C@H]1CO	-4	-7	-2	24	10	-9	3
COc1ccc(Cl)cc1NC(=O)CN(C)C(=O)Cn1[nH]c(=O)c2ccccc2c1=O	-5	-3	-10	6	1	-1	-4
COc1cccc(-c2cc3c(-n4cccc4)ncnc3o2)c1	·	10	55	·	-4	·	·
Nn1c(-c2ccccn2)nnc1-c1ccccn1	·	26	3	·	·	-13	·
CC(C)CCNC(=O)C1CCN(c2nc3ccccc3o2)CC1	·	8	25	·	1	1	·
COCCN(Cc1ccc(F)cc1)C(=O)c1cc2ccccc2oc1=O	1	-10	2	1	-9	5	1
Cc1ccc2nc(/C(C#N)=C/c3ccc(O)c(O)c3)[nH]c2c1	20	17	4	-9	-50	-8	20*
Cc1ccc(NC(=O)C/C(N)=N/OC(=O)c2ccccc2)cc1	11	·	·	-2	14	·	-3
COC(=O)c1cn(CC(=O)N2C(C)CCCC2C)c2ccccc12 (configuration not stated)	·	3	105*	·	-12	·	·

(further entries)
SMILES	Casp6 inh	esBAF inh	Statin myotox sup	S100A4 inh HTS	LGR2 inh	FN deposit inh	SIRT5 inh
CNC(=O)C[C@H]1CC[C@@H]2[C@@H](COc3ccc(NC(=O)c4cccc(F)c4)cc3C(=O)N2C)O1	-1&0	5&1	-4&5	?	2&-6	-10&-5	-1&-1
Cc1cnc(C(=O)NCc2ccc(F)cc2)cn1	8	0	3	6	-10	-2	0
Cc1ccc(NC(=O)CSCC(=O)OC(C)C(=O)Nc2ccc(S(N)(=O)=O)cc2)c(C)c1 (configuration not stated)	2	·	·	-3	-5	0	0
COc1ccccc1CCCNC(=O)C1CCC(=O)N(CCCN2CCCC2=O)C1 (configuration not stated)	-3	-2	14	-2	-8	4	3
COc1ccccc1NC(=S)N/N=C1\CC(C)(C)Oc2ccc(O)cc21	3	7	-6	3	14	16	0
COc1c2c(c(OC)c3c1c(=O)c1ccccc1n3C)OCO2	17	·	·	-1	-6	·	·
CC1Cc2cc(S(=O)(=O)CCC(=O)N3CCN(c4ccccc4)CC3)ccc2N1C(=O)C1CC1 (configuration not stated)	0	1	-8	6	-10	4	-1
O=C(C[C@@H]1CC[C@H]2[C@@H](COC[C@@H](O)CN2CCc2ccccc2)O1)NCc1ccccc1	3	5	12	1	-2	-7	0
CC1CCCN(C(=O)CCS(=O)(=O)c2cc3c(cc2Cl)NC(=O)CO3)C1 (configuration not stated)	-1	0	-6	-2	6	4	6
CC(=O)NNC(=S)Nc1cc(S(=O)(=O)N(C)C)ccc1C	·	-4	-3	·	3	-7	·
CCS(=O)(=O)NCC[C@@H]1CC[C@@H](NC(=O)C2CCCC2)[C@H](CO)O1	-1	0	-3	8	9	·	5
COc1ccc(-c2nnc3c4ccccc4c(C)nn23)cc1	·	72*	-1	·	·	9	·

A different layout for part of the listing above.
> CC1=CC(=C2C=CC(=O)C=C2)C=C(C)N1C
  Casp6 inh: -18	esBAF inh: ·	Statin myotox sup: ·	S100A4 inh HTS: 3	LGR2 inh: 7	FN deposit inh: 3	SIRT5 inh: 10
> CC(=O)NC1=NN(c2ccccc2)C(=O)C1
  Casp6 inh: ·	esBAF inh: -3	Statin myotox sup: 2	S100A4 inh HTS: ·	LGR2 inh: ·	FN deposit inh: -7	SIRT5 inh: ·
> Cc1noc(C)c1NC(=O)N[C@@H]1CC[C@H](CCNC(=O)C2CC2)O[C@H]1CO
  Casp6 inh: -4	esBAF inh: -7	Statin myotox sup: -2	S100A4 inh HTS: 24	LGR2 inh: 10	FN deposit inh: -9	SIRT5 inh: 3

The list goes on.
SMILES	Casp6 inh	esBAF inh	Statin myotox sup	S100A4 inh HTS	LGR2 inh	FN deposit inh	SIRT5 inh
COc1ccccc1-c1ccc2c(c1)[C@H]1[C@H](CCN1C(=O)C1CCCC1)[C@@H](CO)N2	1	·	·	1	10	11	-2
COc1cccc(-n2nc(C(=O)O)c3ccccc3c2=O)c1	·	15	4	·	·	5	·
C[C@@H]1CN([C@H](C)CO)C(=O)c2cc(C3=CCCCC3)cnc2O[C@H]1CN(C)S(=O)(=O)c1cn(C)cn1	1	4	-7	-2	6	-7	-2
C#C[C@]1(O)CC[C@H]2[C@@H]3CCc4cc(OC5CCCC5)ccc4[C@H]3CC[C@@]21C	3	5&25	0	1&-2	11	-2	5
Cc1noc(C)c1S(=O)(=O)N(C)C[C@H]1Oc2ccc(NC(=O)Nc3ccc(F)cc3)cc2CC(=O)N([C@H](C)CO)C[C@@H]1C	1	-5	-9	-4	4	·	4
